Source: PubChem
pAkt inh: blocks phosphorylation of Akt; Neuro2A IGF-stimulated pAkt S473 HTRF, 20 min; active compounds read low; activity change, % for hits at 50 µM; actives 0.32% (n = 360,000); AID 651550; in the data active = activity change below about -80%; inconclusive = mostly about -51% to -80%; note: % is set by controls: 0 for no effect and ±100 for the full control effect
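Neuro2A cells (4,500/well, DMEM with 0.5% FBS) were treated with compound at a single 50 µM final concentration, stimulated with 6 nM IGF for 20 min at 37 °C, and lysed. Phospho-Akt Ser473 was read by HTRF as 665/615 ratio ×10^4.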
TGFb SMAD3 inh: inhibitors of TGF-b signaling. Potency, µM (titrated, usually from 46.1 µM), inactives show at the top dose activity, negative = inhibition, hits mostly inhibitors. actives 1.2% (n = 410,000). AID 588855. HepG2 CAGA-GFP TGF-b/SMAD3 reporter, GFP fluorescence, 18 h; TGF-beta stimulated, 500 pg/mL final; note: potency is the fitted concentration of half-maximal effect; % is set by controls: 0 for no effect and ±100 for the full control effect; nearly all actives have a fitted effect of over 65% in size
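Using HEPG2 CAGA-GFP reporter cells at 1000 cells/well, we pinned test compounds, stimulated with recombinant TGF-beta (500 pg/mL final) and measured total well GFP after 18 h.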
CCT chaperon mod: changes cytosolic chaperonin activity; AID 651819; activity change, % (concentration not given with the values), hits read low; purified chaperonin ATPase assay, HTRF ADP detection, 30 min; actives 0.3% (n = 360,000); in the data active = activity change below about -30%; note: % is set by controls: 0 for no effect and ±100 for the full control effect
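TRiC (40 or 20 nM final, by batch activity) in 30 mM Tris pH 7.4, 100 mM KCl, 5 mM MgCl2, 1 mM DTT was treated with compound at 76 uM single dose, then 10 uM ATP, 30 min at 37 °C. ADP was read by HTRF Transcreener.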
Nrf2 inh: blocks Nrf2 signaling; AID 504444; Potency, µM (series often up to 46 µM), for inactives: top-dose activity change, negative = inhibition, actives largely listed as inhibitors; actives 2.1% (n = 360,000); A549 ARE-Fluc reporter, luciferase luminescence, 18-24 h; note: potency is the fitted concentration of half-maximal effect; % is set by controls: 0 for no effect and ±100 for the full control effect; nearly all actives have a fitted effect of over 60% in size
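In this cell-based qHTS, ARE-driven firefly luciferase in A549 cells reports Nrf2 activity; the luminescent signal after BugLite lysis is the measured value, with a prior CellTiter-Fluor read for cell health.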
Nrf2 activator: Nrf2 pathway activation. AREc32 ARE-luciferase reporter (MCF7-derived line), luminescence, 24 h. Potency, µM (titrated, usually from 46.1 µM), for inactives: top-dose activation, most hits filed as activators. actives 0.31% (n = 410,000). AID 624171; note: potency is the fitted concentration of half-maximal effect; % of control where 0% means no effect; nearly all actives have a fitted effect of over 65% in size
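Quantitative high-throughput format: AREc32 reporter cells, 1000 per well, received compound by pin transfer and were incubated 24 hr at 37 deg C, 5% CO2, before Steady-Glo luminescence detection.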
Abeta yeast res: compounds reversing amyloid beta toxicity in yeast | yeast expressing A-beta42, growth rescue, OD600, 48 h; response scale: 0% DMSO, 100% iron-clioquinol control | Potency, µM (series often up to 46.1 µM), for the others: at the top dose growth rescue, hits mostly activators | AID 1347071 | actives 0.063% (n = 410,000); note: potency is the fitted concentration of half-maximal effect; nearly all actives have a fitted effect of over 55% in size
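Growth rescue measured by 600 nm absorbance after 48 h yeast culture at 30 C with compound. Values normalized between DMSO and an equimolar ferric chloride plus clioquinol control.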
HepG2 tox: counter-screen for TGF-b inhibitors: cytotoxicity in HepG2 cells. HepG2 CAGA-GFP viability, ATP luminescence, 18 h. Potency, µM (top dose mostly 46.1 µM), inactives show top-dose activity change, negative = cytotoxicity, usual class: cytotoxic. actives 0.76% (n = 410,000). AID 588856; note: potency is the fitted concentration of half-maximal effect; some results filed as inactive show a strong effect at the top dose
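CellTiter-Glo luminescence gave cytotoxicity after 18 hours at 37 degrees C. The cells were HepG2 CAGA-GFP in 1% FBS DMEM, stimulated with 500 pg/mL TGF-beta after compound addition. %Activity was normalised to no-cell wells (complete cell-killing) and DMSO (no toxicity), and curves were fitted and classified.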
A549 viability: A549 cytotoxicity, counter-screen for Nrf2 inhibitors | Potency, µM (titrated, usually from 46 µM), inactives show at the top dose activity change, negative = cytotoxicity, actives largely listed as inhibitors | A549 ARE-Fluc cells, CellTiter-Fluor viability, 18-24 h | actives 0.16% (n = 390,000); note: potency is the fitted concentration of half-maximal effect; % is set by controls: 0 for no effect and ±100 for the full control effect
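A549 ARE-Fluc cells in 5% FBS OPTI-MEM, 5000 cells/well, rested 2 h then exposed to compounds in concentration-response for 18-24 h at 37 °C. Viability by CellTiter-Fluor fluorescence (Ex 405/Em 525) after 30 min; luciferase luminescence (BugLite, 15 min, RT) read afterwards.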
MmCpn inh: inhibitors of Methanococcus maripaludis chaperonin (MmCpn) | purified Mm-Cpn ATPase, ADP Transcreener TR-FRET | actives 0.031% (n = 330,000) | Potency, µM (doses to about 76.9 µM), for the others: at the highest dose activity, negative = inhibition, usual class: inhibitors; note: potency is the fitted concentration of half-maximal effect; % is set by controls: 0 for no effect and ±100 for the full control effect; nearly all actives have a fitted effect of over 80% in size
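Purified archaeal chaperonin (25 nM final) was preincubated with compound for 10 min at 37°C, then ATP (10 uM final) was added for 30 min at 37°C in Tris pH 7.4/KCl/MgCl2/DTT buffer. ADP was quantified by HTRF Transcreener TR-FRET.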
Starred values were filed as active, the others as inactive; i = inactive; ? = inconclusive; . = not tested or not shown; [ ] = dose if it differs, or a comment. Unless noted, calls come from the whole dose curve; as a rule, active = well fitted curve in the direction sought with a large enough effect; inconclusive = small, poorly fitted or top-dose-only effect, or another doubt; inactive = no such curve, though single readings can be large; an effect the other way counts as inactive or inconclusive.

SMILES	pAkt inh	TGFb SMAD3 inh	CCT chaperon mod	Nrf2 inh	Nrf2 activator	Abeta yeast res	HepG2 tox	A549 viability	MmCpn inh
CCN(Cc1cc(=O)n2cc(Cl)c(C)c(Cl)c2n1)Cc1nc2ccccc2c(=O)[nH]1	i	-9%	-4.1	18%	5.6%	-21%	0%	-3%	0%
CCOC(=O)c1c(SC)nc(SC)c2c1CCC2	.	-8%	3.8	18%	-0.8%	-3%	2%	10%	1%
OCCCc1n[nH]c(=S)n1-c1ccccc1	i	-3%	-2.7	9%	-0.2%	-4%	-2%	-9%	1%
Cc1ccccc1-c1noc(-c2ccc(N3CCN(C)CC3)c([N+](=O)[O-])c2)n1	.	?	.	-2%	-0.5%	-10%	18%	-1%	.
CN1CCN(C(=O)Nc2ccc([N+](=O)[O-])cc2)CC1	i	-2%	3.0	-22%	-0.4%	-1%	1%	0%	1%
COc1ccc(OC)c(C(=O)CSc2nc3c(c(=O)n(C)c(=O)n3C)n2C(C)C)c1	i	8%	-4.3	8%	-0.2%	-11%	-4%	-7%	-20%
Cc1nc2nc(SCc3nc4ccccc4[nH]3)[nH]c2cc1Br	i	10%	-4.6	?	2.0%	3%	-1%	3%	-1%
COc1ccc(-c2cn3c(n2)sc2cc(C(=O)NC(C)C45CC6CC(CC(C6)C4)C5)ccc23)cc1 (stereo not given)	.	0%	.	10%	2.8%	-6%	-2%	9%	.
O=C(OCc1ccc([N+](=O)[O-])cc1)C1CC(=O)N(Cc2ccccc2Cl)C1 (stereo not given)	i	-20%	-0.7	5%	-0.3%	-1%	-2%	-1%	4%
CCN1C(=O)/C(=C\N(C)C)S/C1=N\S(=O)(=O)c1ccc(C)cc1	i	-2%	-45*	1%	0.1%	-18%	6%	0%	1%
O=C(Cn1c(=O)oc2ccccc21)Nc1ccc(F)c(F)c1	i	1%	-0.2	3%	0.0%	-5%	1%	1%	-1%
NC(=O)[C@@H]1CCCN1Cc1nc(Cc2ccccc2Cl)no1	i	9%	-0.1	-9%	-0.3%	-1%	5%	-1%	-2%
Cc1cccc(C)c1OCc1cc(C(=O)N2CCC[C@H]2C(N)=O)no1	i	6%	-2.1	6%	-0.7%	-3%	0%	-1%	0%
COc1cccc(Cl)c1NC(=O)N1CCN(c2ccnc3cc(Cl)ccc23)CC1	i	?	-0.6	23µM*	5.0%	7%	-27%	-25%	0%
CCOc1ccc(CCNC(=O)C2CCCN(S(=O)(=O)N3CC(C)CC(C)C3)C2)cc1OCC (stereo not given)	i	1%	-1.8	7%	-0.8%	8%	3%	-2%	-3%

Part of the list above in order of count of non-hydrogen atoms, descending.
SMILES	pAkt inh	TGFb SMAD3 inh	CCT chaperon mod	Nrf2 inh	Nrf2 activator	Abeta yeast res	HepG2 tox	A549 viability	MmCpn inh
COc1ccc(-c2cn3c(n2)sc2cc(C(=O)NC(C)C45CC6CC(CC(C6)C4)C5)ccc23)cc1 (stereo not given)	.	0%	.	10%	2.8%	-6%	-2%	9%	.
COc1ccc(OC)c(C(=O)CSc2nc3c(c(=O)n(C)c(=O)n3C)n2C(C)C)c1	i	8%	-4.3	8%	-0.2%	-11%	-4%	-7%	-20%
COc1cccc(Cl)c1NC(=O)N1CCN(c2ccnc3cc(Cl)ccc23)CC1	i	?	-0.6	23µM*	5.0%	7%	-27%	-25%	0%
Cc1ccccc1-c1noc(-c2ccc(N3CCN(C)CC3)c([N+](=O)[O-])c2)n1	.	?	.	-2%	-0.5%	-10%	18%	-1%	.
Cc1cccc(C)c1OCc1cc(C(=O)N2CCC[C@H]2C(N)=O)no1	i	6%	-2.1	6%	-0.7%	-3%	0%	-1%	0%
CCN1C(=O)/C(=C\N(C)C)S/C1=N\S(=O)(=O)c1ccc(C)cc1	i	-2%	-45*	1%	0.1%	-18%	6%	0%	1%
NC(=O)[C@@H]1CCCN1Cc1nc(Cc2ccccc2Cl)no1	i	9%	-0.1	-9%	-0.3%	-1%	5%	-1%	-2%
CN1CCN(C(=O)Nc2ccc([N+](=O)[O-])cc2)CC1	i	-2%	3.0	-22%	-0.4%	-1%	1%	0%	1%
OCCCc1n[nH]c(=S)n1-c1ccccc1	i	-3%	-2.7	9%	-0.2%	-4%	-2%	-9%	1%

Next results
SMILES	pAkt inh	TGFb SMAD3 inh	CCT chaperon mod	Nrf2 inh	Nrf2 activator	Abeta yeast res	HepG2 tox	A549 viability	MmCpn inh
Cc1ccc(CNC(=O)c2ccc(COc3ccccc3)cc2)cc1	i	14%	2.0	-7%	0.7%	15%	-9%	5%	-2%
COc1cc([N+](=O)[O-])ccc1NC(=O)COC(=O)C1=NN(c2ccccc2)C(=O)CC1	i	-5%	2.8	4%	2.0%	-10%	5%	-5%	1%
COc1ccccc1NC(=O)CN1CCN(C2c3ccccc3-c3ccccc32)CC1	i	-5%	-2.1	.	0.0%	7%	-34%	-21%	1%
COc1ccc(OC)c(NC(=S)NCCSc2ccc(C)cc2)c1	i	?	0.0	-11%	0.0%	0%	-35%	1%	0%
FC(F)(F)c1cc(-c2ccco2)nc(NCc2ccc(Cl)cc2)n1	-102%*	-29%	-0.7	?	2.3%	?	-54%	-10%	-2%
COc1ccc(-c2cc(C(F)F)n3ncc(C(=O)N4CCN(C(=O)c5ccco5)CC4)c3n2)cc1	i	-4%	-1.4	-12%	3.6%	6%	-15%	1%	0%
COc1ccc(Cl)cc1NC(=O)Nc1ccc(Br)cn1	i	-19%	-2.1	8%	9.6%	17%	-6%	-8%	3%
Cc1nnc(NC(=O)CSc2nnc(CNC(=O)c3ccccc3F)n2C(C)C)s1	i	4%	1.8	4%	0.3%	-1%	6%	8%	.
O=C(OCC(=O)N1CCCc2ccccc21)c1cccc(C(F)(F)F)c1	i	-3%	1.3	7%	27%	7%	-8%	2%	-2%
Cc1ccc(C2CN(c3ccccc3)CC2C(=O)c2ccc(F)cc2)cc1 (stereo not given)	i	7%	-1.2	.	4.4%	?	-14%	-2%	-4%
CCOc1ccccc1NC(=O)COc1ccc2c(c1)OCO2	i	12%	-1.0	?	4.2%	-1%	11%	-13%	?
Cc1ccc(NCCC(=O)c2cccc([N+](=O)[O-])c2)c(C)c1	i	?	-1.3	0%	?	-1%	-40%	9%	0%
OC(c1ccccc1)c1nc(-c2cncnc2)cs1 (stereo not given)	i	3%	-2.7	.	-0.7%	5%	-2%	.	.
Cc1cc(N2CCN(Cc3cn(C)nc3-c3cccc(Cl)c3)CC2)cc(C)n1	i	0%	-0.7	-16%	0.6%	-10%	-6%	?	1%
CCOc1ccccc1NC(=S)NC1CCCCC1	i	-5%	-0.5	19%	-0.6%	21%	-15%	17%	-1%

Looked up by structure from the list above:
SMILES	pAkt inh	TGFb SMAD3 inh	CCT chaperon mod	Nrf2 inh	Nrf2 activator	Abeta yeast res	HepG2 tox	A549 viability	MmCpn inh
COc1ccc(Cl)cc1NC(=O)Nc1ccc(Br)cn1	i	-19%	-2.1	8%	9.6%	17%	-6%	-8%	3%
COc1ccc(-c2cc(C(F)F)n3ncc(C(=O)N4CCN(C(=O)c5ccco5)CC4)c3n2)cc1	i	-4%	-1.4	-12%	3.6%	6%	-15%	1%	0%

Next structures
SMILES	pAkt inh	TGFb SMAD3 inh	CCT chaperon mod	Nrf2 inh	Nrf2 activator	Abeta yeast res	HepG2 tox	A549 viability	MmCpn inh
Cc1cc(NC(=O)CCC(=O)N(CC(=O)NCC2CCCO2)c2cccc(C)c2C)no1 (stereo not given)	i	2%	0.8	2%	0.0%	-5%	-2%	5%	-2%
Cc1cccc(OC(C)C(=O)N2CCCc3ccccc32)c1 (stereo not given)	i	?	0.5	1%	-0.8%	7%	-5%	5%	-3%
Nc1c(C(=O)NCc2ccco2)nnn1-c1ccccc1	i	6%	-0.1	?	3.9%	17%	-5%	-1%	2%
C[C@@H](c1ccccc1)N1C[C@@H](COCc2ccccc2)Oc2cc(N3CCC[C@H]3C(N)=O)ccc2S1(=O)=O	i	.	-0.8	.	0.2%	0%	.	.	.
CN(C)c1nc(Cl)nc(NCCOc2ccccc2)n1	i	-1%	-1.4	-2%	0.3%	-2%	-12%	-1%	-2%
CC(=O)c1ccc(OCCCC(=O)NCC(c2ccco2)N(C)C)cc1 (stereo not given)	i	10%	-2.7	15%	-0.2%	8%	0%	4%	-3%
CCC(C)Sc1nc2c(c(=O)[nH]c(=O)n2C)n1Cc1ccc(Cl)cc1 (stereo not given)	i	45%[activator]	0.9	.	2.8%	26%	-10%	-1%	0%
O=S(=O)(Nc1ccccc1N1CCOCC1)c1ccc(Cl)s1	i	-4%	-3.1	-23%	-0.6%	13%	-13%	1%	0%
COc1ccccc1-c1nnc(NC(=O)c2ccc3ncsc3c2)o1	i	-13%	-0.6	-12%	7.7%[9.22 µM]	26%	-31%	1%	0%
Cc1ccc(-n2ncc(C(=O)NCc3ccccc3)c2C2CCN(C(=O)OC(C)(C)C)CC2)cc1	.	?	.	?	-1.0%	-2%	-31%	-6%	.
O=[N+]([O-])c1ccc(CNc2ccc(F)cc2)s1	i	-22%	-0.2	2%	?	?	-15%	-12%	-2%
CCN(CC(=O)NCc1cccs1)C(=O)/C=C/c1ccc(C)cc1	i	-1%	-3.2	4%	0.3%	-14%	-28%	1%	0%
COc1ccccc1NC(=O)COc1cc(Br)c(CNCCCN2CCOCC2)cc1OC	i	2%	0.6	?	0.3%	-8%	-10%	3%	-1%
